pAkt inh – HTS Assay for Inhibitors of Akt Phophorylation: Primary Screen | 360,000 compounds, 0.32% hits | Neuro2A IGF-stimulated pAkt S473 HTRF, 20 min; hits give low values | activity change, % for hits at 50 µM; in the data active = activity change below about -80%; inconclusive = mostly about -51% to -80%; note: % is set by controls: 0 for no effect and ±100 for the full control effect
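Single-point screen (50 µM final compound) in Neuro2A cells stimulated 20 min with 6 nM IGF at 37 deg C. After lysis, Ser473-phosphorylated Akt read by HTRF (ex 330 nm, em 615/665 nm) as the 665/615 ratio.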
aSyn rescue – qHTS of alpha-syn Inhibitors; Yeast expressing alpha-synuclein, growth rescue, BacTiter-Glo, 24 h; Potency, µM (titrated, usually from 46.1 µM), without a hit: at the top dose growth rescue (activation), actives largely listed as activators; 370,000 compounds, 0.14% hits; AID 652106, 2013; note: potency is the fitted concentration of half-maximal effect; % of control where 0% means no effect; nearly all actives have a fitted effect of over 65% in size
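Readout is rescue of growth in alpha-synuclein-expressing yeast, so inhibitors of toxicity appear as activators. Growth after 24 hr at 30 deg C in galactose medium is quantified by luminescence.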
GLP-1R agonist – qHTS of GLP-1 Receptor Agonists | HEK293 GLP-1R CRE-luciferase, luminescence, 4-6 h; cells express a hypersensitive GLP-1R form | Potency, µM (doses to about 45.6 µM), without a hit: at the top dose activation, usual class: activators | 380,000 compounds, 0.007% hits | AID 624172, 2012; note: potency is the fitted concentration of half-maximal effect; % of control where 0% means no effect
Abeta yeast res – qHTS for compounds that reverse cellular toxicity of Amyloid beta (A-beta) peptide in yeast: Primary Screen; AID 1347071, 2019; 410,000 compounds, 0.063% hits; yeast expressing A-beta42, growth rescue, OD600, 48 h; response scale: 0% DMSO, 100% iron-clioquinol control; Potency, µM (titrated, usually from 46.1 µM), without a hit: at the top dose growth rescue, hits mostly activators; note: potency is the fitted concentration of half-maximal effect; nearly all actives have a fitted effect of over 55% in size
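Growth rescue measured by 600 nm absorbance after 48 h yeast culture at 30 C with compound. Values normalized between DMSO and an equimolar ferric chloride plus clioquinol control.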
D3 antag – qHTS of D3 Dopamine Receptor Antagonist: qHTS. D3R cells, DiscoveRx beta-arrestin luminescence, antagonist mode; hits give low values. D(3) dopamine receptor (Homo sapiens), P35462. max response, negative = inhibition, %. 360,000 compounds, 2.5% hits. AID 652054, 2013; in the data active = max response below about -50%; inconclusive = no clear call, values can overlap the other calls; note: % is set by controls: 0 for no effect and ±100 for the full control effect; mostly tested at two doses, the higher about 12 µM
Target sequence (P35462 whole entry, looked up): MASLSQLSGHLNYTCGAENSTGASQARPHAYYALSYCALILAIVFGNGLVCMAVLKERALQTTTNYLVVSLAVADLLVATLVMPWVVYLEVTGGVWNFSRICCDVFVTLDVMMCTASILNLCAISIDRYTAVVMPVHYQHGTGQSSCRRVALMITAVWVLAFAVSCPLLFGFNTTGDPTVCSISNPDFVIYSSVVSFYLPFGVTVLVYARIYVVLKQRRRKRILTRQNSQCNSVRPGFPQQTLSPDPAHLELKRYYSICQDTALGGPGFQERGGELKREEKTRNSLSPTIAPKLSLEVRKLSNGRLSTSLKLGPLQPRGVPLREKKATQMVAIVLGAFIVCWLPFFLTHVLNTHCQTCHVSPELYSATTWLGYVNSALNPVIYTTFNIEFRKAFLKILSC
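Cells plated overnight at 1500 cells/well, then exposed to library compounds with dopamine controls for 90 minutes at 37 degrees C. DiscoveRx reagent added for 30–60 minutes at room temperature; luminescence read, quantitative HTS format.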
TDP43 rescue – qHTS of TDP-43 Inhibitors | TDP-43 expressing yeast growth rescue, BacTiter-Glo, 24 h | Potency, µM (titrated, usually from 46.1 µM), for the others: at the highest dose growth rescue (activation), hits mostly activators | 410,000 compounds, 1.8% hits; note: potency is the fitted concentration of half-maximal effect; % of control where 0% means no effect; nearly all actives have a fitted effect of over 50% in size
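Yeast cells expressing TDP-43 under galactose induction are exposed to compounds for 24 hr at 30 deg C. BacTiter-Glo luminescence measures growth, so protective compounds score as activators.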
PTHR1 agonist – qHTS for PTHR1 Agonists: Primary Screen; Parathyroid hormone/parathyroid hormone-related peptide receptor (Homo sapiens), Q03431; HEK293 GP2 PTHR1 cells, GloSensor cAMP luminescence, 1 h; Potency, µM (top dose mostly 115 µM), for inactives: top-dose activation, actives largely listed as activators; 410,000 compounds, 0.075% hits; AID 743266, 2014; note: potency is the fitted concentration of half-maximal effect; nearly all actives have a fitted effect of over 55% in size; some results filed as inactive show a strong effect at the top dose; inactives centre near -15; many of its hits are not listed in these tables
Target sequence (Q03431 whole entry, looked up): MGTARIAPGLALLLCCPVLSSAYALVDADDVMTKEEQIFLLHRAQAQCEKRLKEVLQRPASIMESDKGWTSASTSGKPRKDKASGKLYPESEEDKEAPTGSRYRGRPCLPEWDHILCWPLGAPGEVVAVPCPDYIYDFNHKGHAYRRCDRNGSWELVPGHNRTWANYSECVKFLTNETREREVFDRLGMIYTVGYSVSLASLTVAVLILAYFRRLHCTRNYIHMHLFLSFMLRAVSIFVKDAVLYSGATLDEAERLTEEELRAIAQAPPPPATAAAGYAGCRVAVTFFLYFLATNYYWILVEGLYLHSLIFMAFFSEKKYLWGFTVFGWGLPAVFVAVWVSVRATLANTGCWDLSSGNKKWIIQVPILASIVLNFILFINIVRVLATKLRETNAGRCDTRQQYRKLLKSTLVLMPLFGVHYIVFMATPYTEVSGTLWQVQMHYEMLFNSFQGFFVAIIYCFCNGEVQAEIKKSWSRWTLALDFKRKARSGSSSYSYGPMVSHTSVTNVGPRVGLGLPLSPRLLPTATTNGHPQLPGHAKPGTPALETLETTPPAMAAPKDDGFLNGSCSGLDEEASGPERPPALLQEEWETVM
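HEK-293-derived GP2 cells expressing PTHR1 and a GloSensor cAMP reporter, 3,000/well, plated overnight, given luciferin plus IBMX (each 0.5 mM as added) for 1 h at 37 °C, then compound for 1 h at 37 °C. Luminescence was read after 15 min at room temperature.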
FUS suppressor – qHTS for Suppressors of FUS Proteinopathy: Primary screen using FUS-linked yeast assay; Potency, µM (highest dose often 76.6 µM), without a hit: at the top dose growth rescue (activation), most hits filed as activators; S. cerevisiae FUS-expressing, growth rescue, OD600, 24 h; 390,000 compounds, 0.24% hits; AID 1347120, 2019;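 note: potency is the fitted concentration of half-maximal effect; plate controls were DMSO vehicle for no effect and reference control for full effect; nearly all actives have a fitted effect of over 55% in size; some results filed as inactive show a strong effect at the top dose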
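Read-out: OD at 600 nm after 24hr at 30C, reporting rescue of FUS-induced yeast toxicity. Cells at OD 0.005 in galactose (2%) minimal medium; compounds tested in a dilution series; CP55940 titration from 92uM final as control.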
GLP1R inv ag – qHTS of GLP-1 Receptor Inverse Agonists (Inhibition Mode); HEK293 GLP-1R CRE-luciferase, luminescence, 24 h; GLP-1R form is constitutively active; Potency, µM (top dose mostly 38.3 µM), for inactives: at the highest dose activity change, negative = inhibition, usual class: inhibitors; 410,000 compounds, 1.6% hits; note: potency is the fitted concentration of half-maximal effect; % is set by controls: 0 for no effect and ±100 for the full control effect; nearly all actives have a fitted effect of over 55% in size
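HEK293 cells stably co-expressing a cAMP-responsive luciferase reporter and constitutively active GLP-1R were seeded, incubated 12 h, then exposed to compounds for 24 h at 37 C. Luminescence was read 12 min after detection reagent; inverse agonists lower signal.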
* hit, by the source's call; i = inactive; ? = inconclusive; nt = not tested or not shown; [ ] = dose if it differs, or a comment. Unless noted, calls come from the whole dose curve; as a rule, active = well fitted curve in the direction sought with a large enough effect; inconclusive = small, poorly fitted or top-dose-only effect, or another doubt; inactive = no such curve, though single readings can be large; an effect the other way counts as inactive or inconclusive. Not all compounds are listed; rates above refer to the full screens.

SMILES	pAkt inh	aSyn rescue	GLP-1R agonist	Abeta yeast res	D3 antag	TDP43 rescue	PTHR1 agonist	FUS suppressor	GLP1R inv ag
CCOC(=O)c1cc2c(ccn2-c2ccc(F)cc2)n1CC(=O)N1CCN(C(=O)c2ccco2)CC1	i	-1%	0%	-2%	21	3%	i	-4%	17%
CCOC(=O)c1ccc(NC(=O)C2(c3ccccc3)CCCC2)cc1	i	-3%	-3%	10%	-24	-20%	i	4%	0%
COc1ccc(S(=O)(=O)N2CCCC(C(=O)O)C2)cc1Cl (configuration not stated)	i	3%	-8%	-3%	19	8%	i	-2%	-2%
O=C(Nc1ccc(F)cc1)c1ccc2c(c1)NC(=O)c1ccccc1S2	nt	nt	nt	-5%	nt	24%	-37%[inhibitor]	-11%	-3%
CCCCC(=O)Nc1ccc(N2CCCC2)cc1	i	-2%	-1%	7%	0	19%	i	nt	0%
CC(C)c1ccc(NC(=O)/C(C#N)=C/c2ccncc2)cc1	i	3%	-4%	?	11	20%	-27%	7%	?
COc1ccc(-c2c(C)nc3c(-c4ccsc4)cnn3c2N)cc1	i	-9%	1%	-3%	-12	27%	-21%	-23%	1%
COc1ccc(-n2c(=O)c(CCC(=O)NCCc3ccccc3F)nc3ccccc32)cc1	i	4%	9%	-2%	1	26%	-39%[inhibitor]	27%	-29%
CCc1ccc2[nH]c(=O)c(CN(Cc3nnnn3C3CCCC3)C3CCCCC3)cc2c1	i	0%	0%	0%	-18	-21%	i	?	0%
O=C(CNc1ccccc1)N/N=C/c1ccc([N+](=O)[O-])o1	i	-4%	2%	-21%	?	?	-18%	12%	-15%
CCN(CC)S(=O)(=O)c1ccc(N/N=C/c2ccc(OC)c(OC)c2OC)nc1	i	-1%	-1%	-15%	-11	-18%	-11%	nt	1%
CC(Sc1nccn1C)C(=O)Nc1ccccc1C#N (configuration not stated)	nt	-5%	-4%	-14%	nt	16%	-12%	-8%	0%
CCOC(=O)c1c(-c2ccc(C)o2)csc1NC(=O)CSc1ncn[nH]1	i	0%	7%	-5%	42	-8%	i	32%	-16%
O=C(NCCCCO)c1c(-c2ccccc2)oc2c1C(OCCCCCO)CCC2 (configuration not stated)	i	-2%	-1%	-9%	-13	12%	-15%	6%	13%
Cc1cc(C)nc(N/N=C/c2cc(Br)ccc2O)n1	i	22%	10%	?	-30	-8%	-15%	20%	?
CS(=O)(=O)Nc1cccc2cccnc12	i	-18%	2%	-1%	-57*	-7%	i	4%	?
O=C(CSc1nnc(NC(=O)c2ccc(F)cc2)s1)NCc1ccco1	i	1%	-16%	7%	1	19%	-18%	10%	-33%
Cc1ccc2nc(N3CCC(C(=O)NCc4ccc(F)cc4)CC3)[nH]c2c1	nt	nt	nt	6%	nt	15%	i	-3%	-29%
O=C(O)c1ccc(C2SCC(=O)N2Cc2ccco2)cc1 (configuration not stated)	i	2%	0%	2%	-8	-5%	i	-5%	-4%
CC(/C=N/NC(=O)CSc1n[nH]c(=O)[nH]c1=O)=C\c1ccccc1	i	2%	4%	8%	12	-1%	i	-1%	17%
O=C(CCCC(=O)N1CCN(c2cccc(Cl)c2)CC1)c1ccccc1	i	?	-4%	2%	12	?	-95%[inhibitor]	?	?
C=CCN(CC=C)C(=O)Cn1cnc([N+](=O)[O-])n1	i	-10%	-2%	1%	13	-12%	i	nt	-2%
O=C(Nc1ccccc1C(=O)NCc1cccnc1)c1ccc(Cl)cc1Cl	i	-1%	0%	15%	-11	-16%	i	13%	0%
COc1ccc(OC)c(NC(=O)CSc2nncc(=O)n2N)c1	i	-11%	-4%	10%	-13	4%	i	30%	7%
Cc1ccc(/C=N/n2c(-c3cccnc3)n[nH]c2=S)o1	i	4%	3%	3%	?	-13%[1.82 µM]	-16%	11%	12%
COc1cc(C(=O)N2CCN(S(=O)(=O)c3cccs3)CC2)cc(OC)c1C	i	-3%	0%	-7%	-16	-9%	-20%	20%	4%
O=C(Cc1csc2ccccc12)NCc1ccccc1F	nt	nt	nt	-7%	nt	10%	i	-9%	0%
COCCn1c(SCC(=O)Nc2nnc(C)s2)nnc1-c1cc2ccccc2cc1O	i	9%	1%	-1%	?	38%	-29%	3%	7%
C[C@@H]1CN(S(=O)C(C)(C)C)[C@H](CCO)/C1=C\CCO (some centres not stated)	i	-3%	0%	-9%	33	11%	i	-19%	4%
Cc1ccc(NC(=O)C2(c3cccs3)CCOCC2)cc1C	i	6%	-1%	15%	2	?	-6%	2%	?
COCc1cc(=O)[nH]c2cc(NC(=O)C3CC3)c(C)cc12	i	3%	-8%	12%	1	4%	-22%[57.5 µM]	-5%	3%
Cc1ccc(NC(=O)CSc2cn(CC(=O)N3CCCCCC3)c3ccccc23)cc1	nt	nt	nt	-9%	nt	9%[9.22 µM]	i	-24%	8%
CC(C)c1ccc(NC(=O)CCNC(=O)Cn2ccc3ccccc3c2=O)cc1	i	1%	2%	8%	-26	5%	i	-3%	16%
CC1CCOC2(O1)C(=O)N(CN1CCN(c3cccc(Cl)c3)CC1)c1ccccc12 (configuration not stated)	i	-1%	-10%	-7%	-57*	8%	-1%[57.5 µM]	10%	-24%
COC(=O)c1ccccc1NC(=O)Cn1c(=O)n(CCCC(=O)NCc2ccccc2OC)c(=O)c2ccccc21	nt	nt	-2%	-10%	nt	10%	-1%	-7%	-12%
CN(C)Cc1c(C(=O)N/N=C/c2cccc(OCc3ccccc3)c2)nnn1-c1nonc1N	i	13%	-5%	-3%	18	?	-40%[inhibitor]	14%	9%
CCCOC(=O)CCCN1C(=O)/C(=C2\SC(=S)N(CCCC(=O)OCCC)C2=O)SC1=S	i	1%	13%	-1%	-18	-18%[1.82 µM]	i	-1%	6%
COc1ccc(CNC(=O)CCn2c(=O)c3cccn3c3ccc(F)cc32)cc1OC	nt	nt	nt	-11%	nt	9%	-19%	-2%	7%
COc1ccccc1C(=O)Nc1ccc(C2=NNC(=O)CC2C)cc1 (configuration not stated)	i	0%	34%	-1%	4	14%	i	35%	146%[activator]
COc1ccc(-c2oc3ccccc3c(=O)c2OC(=O)c2ccc(C)cc2)cc1	i	10%	3%	10%	-10	7%	i	-30%	5%
COc1cc(OC)cc(C(=O)NCC(=O)OCC(=O)NC2CCCc3ccccc32)c1 (configuration not stated)	i	3%	-1%	3%	9	18%	i	nt	3%
COc1cccc(CNC(=O)Cc2ccc(-n3c(=O)[nH]c4ccccc4c3=O)cc2)c1	i	3%	17%	10%	32	8%	-3%	nt	-4%
Cc1cc2nc(-c3ccccc3)c(Cc3ccsc3)n2c(C)c1Br	i	4%	-7%	8%	-25	21%	-17%	8%	?
Cc1[nH]nc2c1C(=O)CCC2	i	2%	2%	-24%	13	9%	i	-25%	18%
C=CCNC(=O)c1cc(Cl)ccc1Cl	i	-3%	-2%	-6%	-5	-7%	-18%[57.5 µM]	6%	6%
COC(=O)c1ccc(CN(C)S(=O)(=O)c2ccc(C)cc2)o1	i	0%	5%	12%	23	-5%	i	-6%	25%
Cc1cc(C)c(C(N)=O)c(Nc2ccc3c(c2)OCCO3)n1	i	2%	-14%	2%[9.22 µM]	-6	9%	-20%	-28%	-1%
CCOC(=O)Nc1oc2ccccc2c(=O)c1C	i	-14%	3%	15%	2	13%	-11%	-15%	0%
CC1CCCC(C)N1CCCNC(=O)c1cc2c(=O)n(C)c3ccccc3c2n1C (configuration not stated)	i	1%	-2%	1%	-24	25%	-9%	-6%	-2%
COc1ccc(C(CC(=O)c2ccccc2)S(=O)(=O)c2ccccc2)cc1 (configuration not stated)	i	2%	11%	16%	-16	-14%	-35%[inhibitor]	-6%	67%[activator]
CC(C)(C)CCN1CCC(CN2CCNC2=S)CC1	i	-1%	17%	-2%	-20	10%	-7%	1%	-2%
CCCCc1cc(=O)oc2c(CN(CC)CC)c(O)c(Cl)cc12	i	4%	-9%	1%	34	-5%	i	17%	7%
Cc1cc(C)c(C(=O)NC2CC(C)(C)Cc3c2cnn3-c2cccc(F)c2)[nH]1 (configuration not stated)	i	5%	-14%	-7%	13	7%	-5%	nt	?
O=C(/C=C/c1ccc(-c2ccccc2[N+](=O)[O-])o1)c1ccco1	i	5%	15%	-43%[inhibitor]	-29	?	-16%	20%	-17%
COc1ccccc1CNS(=O)(=O)c1ccc2c(c1)N(C(C)=O)CCO2	i	2%	-1%	15%	-4	-3%	-46%[inhibitor]	0%	3%
CCOC(=O)NC1(C(F)(F)F)C(=O)NC(C)=C1C(=O)OC (configuration not stated)	i	-1%	2%	7%	22	-12%	i	-9%	17%

Bioassay records as filed in PubChem BioAssay.
